# Source: PubChem BioAssay
# S-ASM inh: inhibitors of human secretory acid sphingomyelinase; Potency, µM (doses to about 57.5 µM), for the others: at the highest dose activity change, negative = inhibition, most hits filed as inhibitors; actives 0.006% (n = 340,000); P17405; placental ASM, HMU-PC fluorogenic substrate, 60 min; AID 504937; further: potency means the concentration at half of the fitted maximal effect
#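 qHTS format. ASM enzyme prepared from human placenta hydrolyses the fluorogenic substrate HMU-PC0 (9 uM final) over 60 min at 37 °C after a 10 min compound preincubation.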
# PTAP TSG101 blk: blocks PTAP/TSG101 interaction to inhibit HIV-1 budding; Q99816; Fluorescence polarization, FITC-PTAP peptide / Tsg101 binding; Potency, µM (top dose mostly 115 µM), for inactives: at the highest dose activity change, negative = inhibition, actives largely listed as inhibitors; 340,000 tested, under 10 active; active means well fitted inhibition curve with a large enough effect in the main read-out, with a control signal flat, not every such curve was filed as active; inconclusive means small, poorly fitted or top-dose-only effect, or effect the other way, or a change in a side signal; inactive means no such curve, though single readings can be large or run the other way; further: potency means the concentration at half of the fitted maximal effect; % of control where 0% means no effect
#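 Steps: Tsg101 binding domain dispensed (10 uM final), compounds pinned in DMSO, FITC-labeled PTAP-motif peptide added (50 nM final); after 20 min binding at room temperature, polarization measured.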
# Tb PFK block: inhibitors of T. brucei phosphofructokinase. Potency, µM (titrated, usually from 57.5 µM), for the others: at the top dose activity, negative = inhibition, actives largely listed as inhibitors. actives 0.17% (n = 330,000). AID 485367. T. brucei PFK, ADP-Glo luminescence;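 further: potency means the concentration at half of the fitted maximal effect; 0% = uninhibited 1x PFK enzyme wells and -100% = no-enzyme wells; nearly all actives have a fitted effect of over 60% in size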
# Target sequence (O15648 whole entry, looked up): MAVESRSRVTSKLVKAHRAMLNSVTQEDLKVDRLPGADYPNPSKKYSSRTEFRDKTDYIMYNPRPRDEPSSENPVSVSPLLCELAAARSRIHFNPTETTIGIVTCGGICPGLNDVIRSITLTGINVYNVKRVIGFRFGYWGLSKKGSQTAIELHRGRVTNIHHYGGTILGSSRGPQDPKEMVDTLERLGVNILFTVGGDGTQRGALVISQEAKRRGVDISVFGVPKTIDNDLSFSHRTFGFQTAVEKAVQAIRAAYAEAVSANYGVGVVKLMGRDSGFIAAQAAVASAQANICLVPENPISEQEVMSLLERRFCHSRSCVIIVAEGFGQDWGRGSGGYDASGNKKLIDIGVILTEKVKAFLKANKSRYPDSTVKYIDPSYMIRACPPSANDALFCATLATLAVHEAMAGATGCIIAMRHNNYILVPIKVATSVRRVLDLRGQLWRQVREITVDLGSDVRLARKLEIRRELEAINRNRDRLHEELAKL
#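 Compounds were pin-transferred as a titration series up to 57 uM into substrate buffer (0.5 mM F6P, 0.1 mM ATP, pH 8.0), then 1.25 nM PFK was added and reactions ran 45 min before ADP-Glo detection.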
# Menin-MLL TR inh: inhibitors of human menin-MLL interaction, mutant MLL peptide. O00255. Menin + Texas Red MLL mutant peptide, fluorescence polarization. Potency, µM (series often up to 61.6 µM), for the others: at the top dose FP activity change, negative = inhibition, actives largely listed as inhibitors. actives 0.23% (n = 270,000); active means well fitted inhibition curve with a large enough effect in the polarisation, with a control signal flat, not every such curve was filed as active; inconclusive means small, poorly fitted or top-dose-only effect, or effect the other way, or a change in a side signal; inactive means no such curve, though single readings can be large or run the other way; the % refers to the polarisation; further: potency means the concentration at half of the fitted maximal effect; % of control where 0% means no effect; many of its hits are not listed in these tables
# Target sequence (O00255 whole entry, looked up): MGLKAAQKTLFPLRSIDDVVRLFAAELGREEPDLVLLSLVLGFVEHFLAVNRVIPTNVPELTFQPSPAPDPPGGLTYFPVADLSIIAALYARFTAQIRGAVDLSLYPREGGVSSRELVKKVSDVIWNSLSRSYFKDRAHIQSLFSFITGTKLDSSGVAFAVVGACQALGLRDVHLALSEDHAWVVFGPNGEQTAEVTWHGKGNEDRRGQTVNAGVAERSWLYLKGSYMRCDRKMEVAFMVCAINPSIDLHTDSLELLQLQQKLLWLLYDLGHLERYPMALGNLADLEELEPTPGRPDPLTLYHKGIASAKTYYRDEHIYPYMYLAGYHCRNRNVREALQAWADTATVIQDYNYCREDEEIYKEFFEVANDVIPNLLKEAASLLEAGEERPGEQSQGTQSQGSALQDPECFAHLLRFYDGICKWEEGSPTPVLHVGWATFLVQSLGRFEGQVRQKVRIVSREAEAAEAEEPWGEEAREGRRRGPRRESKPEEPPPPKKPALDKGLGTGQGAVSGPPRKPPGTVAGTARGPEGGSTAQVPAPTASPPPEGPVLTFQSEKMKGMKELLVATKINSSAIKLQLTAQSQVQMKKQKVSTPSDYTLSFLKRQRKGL
# Coupling enz: inhibits coupling enzyme system, counter-screen for aldolase hits. AID 2472. activity change, negative = inhibition, % at 58.2 µM, hits read low. coupling enzyme system counterscreen, AmpLite Red fluorescence. actives 0.67% (n = 290,000); in the data active means activity change below about -30%; further: on the % scale 0 is the no-effect control and ±100 the full control effect
#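 Counterscreen lacking aldolase: glyceraldehyde-3-phosphate coupling-enzyme reagent preincubated 10 min at RT with compound (at 57.5 uM final), then substrate/coupling system with AmpLite Red added; fluorescence read at 525/598 nm after 20 min RT.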
# BCR signal inh: blocks chronic active B-cell receptor signaling; ABC-DLBCL IkBa-CBG/CBR reporter, luminescence ratio, 4 h; Potency, µM (titrated, usually from 46.1 µM), for inactives: at the top dose ratio change, negative = lower green/red ratio, usual class: inhibitors; actives 0.05% (n = 340,000); active means well fitted inhibition curve with a large enough effect in the signal ratio, with a control signal flat, not every such curve was filed as active; inconclusive means small, poorly fitted or top-dose-only effect, or effect the other way, or a change in a side signal; the % refers to the signal ratio;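 further: potency means the concentration at half of the fitted maximal effect; plate controls were basal doxycycline-induced cells for no effect and cells given 10 µM MG132 for full effect; MG132 reads +100%, hits lower the ratio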
#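 Concentration-response series (up to 46 uM) were applied to TMD8 dual-reporter cells for 4 h at 37C with doxycycline. Green/red ratio, after filter-overlap correction, defined %Activity; red signal alone was normalised to basal cells and zero luminescence.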
# GALK inh: blocks human galactokinase activity; actives 0.007% (n = 270,000); P51570; Potency, µM (top dose mostly 57.5 µM), without a hit: at the highest dose activity change, negative = inhibition, most hits filed as inhibitors; Purified GALK, Kinase-Glo residual ATP luminescence; further: potency means the concentration at half of the fitted maximal effect; on the % scale 0 is the no-effect control and ±100 the full control effect
#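 Kinase-Glo Plus luminescence measured ATP left after a 1 h room-temperature reaction. The reaction used 5 nM GALK, 100 uM galactose and 35 uM ATP at pH 8.0 (20 mM HEPES, 5 mM MgCl2, 60 mM NaCl, 1 mM DTT, 0.01% BSA).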
# Giardia killer: Giardia lamblia killing; Giardia lamblia trophozoite viability; actives 0.15% (n = 340,000); activity change, % at 7.66 µM, hits read low; in the data active means activity change below about -80%; inconclusive means between about -30% and that limit;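 further: parasites exposed to compound for two days anaerobically before the ATP read; on the % scale 0 is the no-effect control and ±100 the full control effect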
#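 Killing of trophozoites was scored by loss of ATP luminescence after a 48 hrs anaerobic exposure to compounds at 37 deg C, using 100 cells per well.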
# PKM2 activator: increases activity of human pyruvate kinase M2; P14618; purified PKM2, Kinase-Glo ATP luminescence, activation; response scale: 0% is enzyme alone, no compound; Potency, µM (highest dose often 57.5 µM), for inactives: top-dose activation, most hits filed as activators; actives 0.34% (n = 260,000); further: potency means the concentration at half of the fitted maximal effect; on the % scale 0 is the no-effect control and ±100 the full control effect; nearly all actives have a fitted effect of over 55% in size
#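 hPK-M2, >95% pure; 0.1 mM ADP / 0.5 mM PEP final; imidazole pH7.2 buffer w/ 7 mM MgCl2, 50 mM KCl; 1 h RT; Kinase-Glo lum. Intermediate enzyme activity for dual inhibitor/activator qHTS.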
# B2AR arrestin: recruits beta-arrestin to the human beta2-adrenergic receptor | P07550 | beta-arrestin recruitment to beta2AR, cell-based reporter | Potency, µM (series often up to 46.1 µM), inactives show top-dose activation, actives largely listed as activators | actives 0.02% (n = 330,000) | AID 492947;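 further: potency means the concentration at half of the fitted maximal effect; 0% = DMSO controls and full agonism = EC100 isoproterenol or metaproterenol; nearly all actives have a fitted effect of over 65% in size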
# Integrin act MD: integrin-mediated muscular dystrophy alleviation activation | AID 624291 | actives 0.064% (n = 350,000) | Potency, µM (titrated, usually from 38.3 µM), for inactives: at the highest dose activation, most hits filed as activators | alpha7betagal myoblasts, beta-gal FDG fluorescence, 48 h;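 further: potency means the concentration at half of the fitted maximal effect; 100% = response of the positive control SU9516; nearly all actives have a fitted effect of over 60% in size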
#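 alpha7betagal+/- myoblasts (passage 13, 250/well) treated 48 h at 37C with compounds at 1:260 dilution of DMSO stock. Lysed, then beta-galactosidase activity read as FDG fluorescence (ex 480/em 540) after 30 min, with pre-read for autofluorescence.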
# Numbers without * were called inactive; ? = inconclusive; . = not tested or not shown; & = joins results of further samples; [ ] = dose if it differs, or a comment. Unless noted, the call rests on the fitted dose curve; in most records, active means well fitted curve in the direction sought with a large enough effect; inconclusive means small, poorly fitted or top-dose-only effect, or another doubt; inactive means no such curve, though single readings can be large; an effect the other way counts as inactive or inconclusive.
compound | S-ASM inh | PTAP TSG101 blk | Tb PFK block | Menin-MLL TR inh | Coupling enz | BCR signal inh | GALK inh | Giardia killer | PKM2 activator | B2AR arrestin | Integrin act MD
COc1ccccc1N1CCN(C(=O)c2cc(-c3ccc(Br)cc3)on2)CC1 | -18% | -3% | -3% | 0%[11.7 µM] | -1 | 0% | 0% | 44[activator] | -20% | -0.5% | -6%
NCCc1nnc(SCc2ccccc2)o1 | -2% | -3% | 2% | 0% | 0 | 7% | -4% | 23 | -5% | -0.3% | 2%[7.66 µM]
NC(=O)NC(=O)COC(=O)/C=C/c1cccc(Br)c1 | 2% | -8% | -1% | 2% | 1 | ? | -1% | -16 | -1% | 0.0% | -7%
Cc1ccc(CNc2ccc3c(c2)ncn3C)cc1 | 2% | -10% | -9% | -5% | -1 | 6% | -1% | 4 | -9% | 0.1% | -24%
O=C(Oc1c(Cl)cc(Cl)c2ccccc12)N1CCCC1 | -3% | -2% | 0% | ? | 3 | -14% | . | -1 | 0% | 0.9% | 0%
CCCc1nc2c(=O)n(C)c(=O)[nH]c2n1CCC | 3% | 1% | -1% | -5% | 0 | 1% | -3% | -6 | 0% | -0.1% | 24%
O=C(NCCc1cccc(F)c1)[C@@H]1CSC2c3ccccc3C(=O)N21 (stereo partly specified) | -2% | -5% | 0% | -13% | 1 | 4% | -4% | 5 | -5% | 0.3% | -24%
O=C(NCCNc1ccc([N+](=O)[O-])cc1)c1cccc(Br)c1 | 0% | -5% | -22% | 0% | -1 | 6% | . | 8 | -13% | 0.3% | 0%
CCOC(=O)CSc1nc(C)c2cc(C)c(C)cc2n1 | -2% | 0% | -1% | -16% | -2 | 9% | 1% | 7 | -1% | 0.2% | -1%
Nc1sc2c(c1C(=O)c1ccccc1)CCCC2 | -2% | 2% | -3% | 0% | -2 | -11% | -2% | 7 | 0% | -0.3% | -18%
OCC1(CO)COC2(CCCC2)N1 | 10% | -12% | -4%&-8% | 30% | 2&2 | -2%&0% | 0%&-2% | 11 | -5%&-3% | -0.7%&-0.1% | 16%
COc1ccc(C(=O)Nn2c(C)nnc2-n2nc(C)cc2C)cc1OC | -1% | -8% | -5% | 14% | 3 | 0% | 0% | 2 | -2% | 0.3% | 8%
O=C(Nc1ccc(S(=O)(=O)N2CCCCC2)cc1)C1CCCO1 (stereo unspecified) | -1% | -1% | 0% | 4% | 4 | -9% | 5% | -23 | -11% | -0.7% | 9%
O=C(NCc1cccs1)c1cnn2cccnc12 | 6% | -8% | -6% | -11% | 5 | 6% | -2% | 5 | 11% | -1.0% | -17%
CCC(=O)Nc1ccc2c(c1)ncn2-c1ccc(OC)cc1 | 0% | -10% | 0% | -23% | -6 | ? | 0% | -17 | 5% | 3.8% | -13%
Cc1cccc(/C=N/NC(=O)Cn2nnnc2N)n1 | -2% | 2% | -2% | . | 3 | 2% | 2% | -10 | -3% | 0.6% | 14%
O=C(Nc1nccs1)C1C2/C=C\CCCCC21 (stereo unspecified) | -11% | -8% | 17% | 17% | 0 | 1% | -1% | 11 | -7% | 0.0% | 1%
O=C(CCCSc1nc2ccccc2c(=O)[nH]1)c1ccccc1 | -1% | 0% | 0% | 2% | -3 | ? | -2% | 4 | -39% | -0.2% | 12%
O=C(NNC(=O)C1C2C=CC(C2)C1C(=O)O)c1cc(Cl)ccc1O (stereo unspecified) | 86% | -1% | 4% | . | . | ? | -5% | -12 | . | -0.4% | 2%
O=S(=O)(NN1CCOCC1)c1ccc(Cl)s1 | -3% | 1% | -2% | -6% | -6 | -1% | 2% | 1 | 15% | -0.1% | 21%
O=C(CN1C(=O)C2CCCCC2C1=O)Nc1cc([N+](=O)[O-])ccc1F (stereo unspecified) | 0% | -1% | -5% | . | . | ? | . | 1 | . | -0.1% | -23%
COc1ccc(/C=N/NC(=O)c2ccc(OC)c(OC)c2)cc1COc1c(F)c(F)c(F)c(F)c1F | -14% | -11% | 0% | . | . | 3% | -5% | 7 | 0% | 0.1% | ?
CSc1nc(SCC(=O)O)c2sc3nc(-c4ccccc4)c4c(c3c2n1)CCC4 | 112%[activator] | -7% | 2% | . | 11 | ? | 0% | 5 | 27% | -0.4% | ?
Cc1oc(C)c(C(=O)O)c1C(=O)O | 3% | -2% | -4% | . | -11 | 0% | -1% | -10 | -8% | -0.1% | -3%
CS(=O)(=O)N(CC(=O)N1CCCCC1)C1CCCCC1 | 4% | -3% | 1% | 0%[11.7 µM] | 4 | 1% | 2% | -17 | 0% | 0.3% | 12%
Cc1nc(SC2CC(=O)N(c3ccccc3)C2=O)n[nH]1 (stereo unspecified) | 2% | 0% | -3% | -1% | 0 | ? | 2% | -2 | 17% | -0.5% | -25%
Cc1cc(C)cc(N(CC(=O)O)S(=O)(=O)c2c(C)[nH]c(=O)[nH]c2=O)c1 | 9% | -1% | -5% | -11% | 2 | -3% | 5% | 7 | 1% | -0.1% | 0%
O=C(CN1CCN(c2cccc(Cl)n2)CC1)N1CC(O)CO1 (stereo unspecified) | 2% | -3% | 0% | 5% | 0 | 2% | 2% | 3 | -4% | -0.5% | -11%
O=C(NCCc1csc(-c2ccccc2)n1)c1c(F)cccc1Cl | 1% | -4% | -1% | -5% | 2 | ? | 9% | 2 | 0% | 1.1% | 11%
COc1cccc(N2CCN(S(=O)(=O)c3ccc4c(c3)oc(=O)n4C)CC2)c1 | 2% | -4% | 0% | ? | -1 | 2% | 3% | -3 | . | -0.2% | 12%

# Limited to Giardia killer, for 3 of the compounds above:
mol | Giardia killer
CCOC(=O)CSc1nc(C)c2cc(C)c(C)cc2n1 | 7
Cc1nc(SC2CC(=O)N(c3ccccc3)C2=O)n[nH]1 (stereo unspecified) | -2
O=C(NNC(=O)C1C2C=CC(C2)C1C(=O)O)c1cc(Cl)ccc1O (stereo unspecified) | -12

# Other entries follow:
# Every second line gives: S-ASM inh | PTAP TSG101 blk | Tb PFK block | Menin-MLL TR inh | Coupling enz | BCR signal inh | GALK inh | Giardia killer | PKM2 activator | B2AR arrestin | Integrin act MD
- CCCOc1ccc(NC(=O)CC2C(=O)Nc3ccccc3N2CC(=O)N2CCCC2)cc1 (stereo unspecified)
    25% | -3% | 10% | . | . | 3% | . | 4 | . | 0.4% | -28%
- CC(C)(C)S(=O)(=O)/C(C#N)=N/Nc1ccc(Cl)cc1
    -5% | -3% | 1% | ? | 5 | 5% | -4% | 2 | 6% | 0.2% | -21%
- COc1cccc(O)c1CN1CCCC(C(=O)c2cccc(C(F)(F)F)c2)C1 (stereo unspecified)
    -2% | 0% | -1% | -10% | -1 | -11% | 1% | -21 | 19% | -0.2% | -50%[inhibitor]
- CC1CN(C(=S)SCC(=O)c2ccc([N+](=O)[O-])cc2)CC(C)O1 (stereo unspecified)
    -1% | -1% | 0% | 20% | 1 | -1% | -1% | -9 | . | -0.4% | -8%
- Cc1cc(NC(=O)c2cccs2)n(-c2nc3ccccc3[nH]2)n1
    -4% | -8% | 2% | 21% | 0 | 0% | -3% | -29 | 7% | 0.2% | -44%
- Cc1cc(C)c(NC(=O)CN)c(C)c1
    6% | -1% | 1% | 0% | 0 | -1% | 2% | -4 | -3% | -0.3% | 0%

# Single records (already shown). Values in the order: S-ASM inh | PTAP TSG101 blk | Tb PFK block | Menin-MLL TR inh | Coupling enz | BCR signal inh | GALK inh | Giardia killer | PKM2 activator | B2AR arrestin | Integrin act MD
# Cc1cc(NC(=O)c2cccs2)n(-c2nc3ccccc3[nH]2)n1 as listed: -4% | -8% | 2% | 21% | 0 | 0% | -3% | -29 | 7% | 0.2% | -44%
# COc1cccc(O)c1CN1CCCC(C(=O)c2cccc(C(F)(F)F)c2)C1 (stereo unspecified) as listed: -2% | 0% | -1% | -10% | -1 | -11% | 1% | -21 | 19% | -0.2% | -50%[inhibitor]
# Cc1cc(C)c(NC(=O)CN)c(C)c1 as listed: 6% | -1% | 1% | 0% | 0 | -1% | 2% | -4 | -3% | -0.3% | 0%

# Not all compounds are listed (hit frequency here may not be typical).
